AGP1 TOR yeast – modulators of AGP1-GFP expression in yeast TOR pathway, primary screen, cell-based, multiplex flow cytometry, S. cerevisiae, MLPCN library. 3 h; GFP as percent of DMSO wells. GFP response vs DMSO, % at 10 µM. 320,000 compounds, 0.02% hits;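 active = GFP response relative to DMSO above a set limit, near screen average plus 3 SD, cut at about 150% in these data; inconclusive = fewer than 70 cells counted for the yeast strain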;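 also: median GFP channel fluorescence of the gated AGP1 strain per well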
MEX-5 binding – MEX-5 zinc finger RNA-binding disruptors – biochemical, C. elegans, fluorescence polarization, MLPCN library, primary screen. Zinc finger protein mex-5 (Caenorhabditis elegans), Q9XUB2. MEX-5/FITC-TCR2 RNA binding; active compounds read low. activity score (negative = inhibition of binding), % at 10 µM. 300,000 compounds, 0.38% hits;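 active = inhibition past about -25% in most replicates, and total fluorescence under double the plate's negative control median, limit read from the data; inconclusive = replicates evenly split on the limit, or fluorescence at least double controls; inactive = too little inhibition in most replicates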;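 also: 0% = DMSO and -100% = 5 µM competing unlabeled TCR2 RNA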
MCL1-BIM inh – inhibitors of MCL1 binding to BIM-BH3, primary screen, biochemical, fluorescence polarization | GST-MCL1 / FITC-Bim-BH3 fluorescence polarization | inhibition, % at 10.9 µM | 320,000 compounds, 0.68% hits | AID 2057, 2009;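 active = inhibition above the mean inhibition of all tested compounds plus 3 SD, set per campaign, cut at about 40% in these data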;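 also: 0% = DMSO wells and 100% = unlabeled Bim-BH3 peptide control; higher means more loss of mP so more displacement of Bim peptide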
CIT2 TOR yeast – modulators of CIT2-GFP expression in yeast, primary screen, S. cerevisiae, GFP fusion, multiplex flow cytometry, MLPCN library. S. cerevisiae CIT2-GFP strain, 3 h; 100 means same as DMSO wells. GFP response vs DMSO, % at 10 µM. 320,000 compounds, 0.065% hits;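 active = GFP response relative to DMSO above a set limit, near the screen mean plus 3 SD, cut at about 150% in these data; inconclusive = Fewer than 70 cells measured for a yeast strain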;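 also: ratio of well median GFP fluorescence to mean of DMSO wells on the plate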
GLD-1 TGE inh – GLD-1/TGE RNA complex disruptors, primary screen, biochemical, fluorescence polarization; Female germline-specific tumor suppressor gld-1 (Caenorhabditis elegans), Q17339; AID 2280, 2010; 320,000 compounds, 0.44% hits; inhibition, % at 5.96 µM; purified GLD-1 + fluorescein TGE RNA;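 active = percent inhibition above a per-plate cutoff, the plate mean of test compounds plus 3 SD, cut at about 30% in these data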;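 also: 0% = DMSO wells with GLD-1 and probe and 100% = wells lacking GLD-1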
Fam108B counter – mouse Fam108B serine hydrolase inhibitors, primary screen, counter-screen for RBBP9 inhibitor project, biochemical, fluorescence polarization. 300,000 compounds, 0.33% hits. inhibition, % at 9.51 µM. recombinant Fam108B, FP-Rh probe fluorescence polarization. AID 1947, 2009;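 active = inhibition above the screen mean inhibition plus 3 SD, computed separately per campaign, cut at about 18% in these data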;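 also: inhibitors lower polarization as less probe binds the enzyme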
GRK2 aptamer HTS – compounds blocking aptamer binding on GRK2 – biochemical, human GRK2, bead flow cytometry, HTS, primary screen; FAM-aptamer displacement from GRK2; 330,000 compounds, 0.59% hits; inhibition of aptamer binding, % at 10 µM;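 active = inhibition of aptamer binding above 40%, roughly 3 SD of noise, on plates passing a quality check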;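 also: median bead fluorescence of bound FAM aptamer so fluorescent compounds give negative values; no value below 0 was filed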
Target sequence (P25098 whole entry, looked up): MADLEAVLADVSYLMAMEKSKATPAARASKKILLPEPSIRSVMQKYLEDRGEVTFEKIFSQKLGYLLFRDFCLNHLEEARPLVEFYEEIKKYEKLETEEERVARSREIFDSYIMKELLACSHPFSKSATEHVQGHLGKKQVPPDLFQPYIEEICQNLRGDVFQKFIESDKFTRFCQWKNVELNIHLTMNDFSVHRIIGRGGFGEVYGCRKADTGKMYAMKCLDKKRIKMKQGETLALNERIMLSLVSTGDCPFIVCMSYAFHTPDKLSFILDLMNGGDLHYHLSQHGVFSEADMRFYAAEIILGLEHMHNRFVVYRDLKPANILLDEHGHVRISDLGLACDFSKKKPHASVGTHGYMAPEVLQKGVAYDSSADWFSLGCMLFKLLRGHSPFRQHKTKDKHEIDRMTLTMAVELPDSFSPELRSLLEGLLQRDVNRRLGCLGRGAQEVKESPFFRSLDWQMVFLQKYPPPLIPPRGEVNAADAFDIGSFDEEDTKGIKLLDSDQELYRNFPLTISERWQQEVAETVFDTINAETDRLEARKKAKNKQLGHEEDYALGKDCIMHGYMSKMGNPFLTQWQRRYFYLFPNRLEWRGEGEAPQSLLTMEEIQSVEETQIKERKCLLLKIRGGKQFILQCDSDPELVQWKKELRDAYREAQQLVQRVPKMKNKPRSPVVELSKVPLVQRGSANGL
VLA-4 inh – inhibition in human VLA-4 binding assay, primary screen, VLA-4 allosteric modulator project, MLPCN library, flow cytometry, VLA-4 expressing cells. Integrin alpha-4 (Homo sapiens), P13612. ligand binding flow cytometry. inhibition, % (about 7 µM as worked out from the volumes in the protocol). 330,000 compounds, 0.2% hits. AID 2557, 2010; in the data active = inhibition above about 50%
BCLXL inh – inhibitors of human Bcl-xL, primary screen, biochemical, fluorescence polarization, HTS; Bcl-2-like protein 1 (Homo sapiens), Q07817; GST-Bcl-xL / FITC-Bim BH3 peptide fluorescence polarization; inhibition, % at 10.9 µM; 320,000 compounds, 0.7% hits; AID 2129, 2009;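 active = inhibition above the mean of all tested compounds plus 3 SD, cutoff set per campaign, cut at about 30% in these data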;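 also: 0% = DMSO wells and 100% = unlabeled Bim-BH3 peptide competitor; inhibitors lower millipolarization by displacing the labeled peptide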
Target sequence (Q07817 whole entry, looked up): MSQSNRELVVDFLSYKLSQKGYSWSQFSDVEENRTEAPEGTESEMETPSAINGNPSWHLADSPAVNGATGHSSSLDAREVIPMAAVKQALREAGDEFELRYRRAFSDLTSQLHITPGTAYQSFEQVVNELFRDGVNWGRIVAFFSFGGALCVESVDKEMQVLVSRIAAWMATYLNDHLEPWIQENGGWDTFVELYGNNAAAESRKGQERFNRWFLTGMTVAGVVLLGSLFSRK
* = called active by the depositor; ? = inconclusive; · = no result given.

#1 CC(Nc1nc(-c2ccccc2O)nc2ccccc12)c1ccccc1 (stereo unspecified)
#2 Cc1coc2c(C)c3oc(=O)c(CCC(=O)NCCCN4CCCC4=O)c(C)c3cc12
#3 COc1ccc(CCNC(=O)C2CCN(Cc3nc(-c4ccccc4F)oc3C)CC2)cc1OC
#4 O=C(Nc1cccc(F)c1)c1cc(S(=O)(=O)N2CCOCC2)ccc1N1CCCC1
#5 O=C(NC1CCCCC1)c1ccc(S(=O)(=O)c2ccccc2Cl)c([N+](=O)[O-])c1
#6 CCN(CC)C(=O)CSC1=C(C#N)C(c2cccs2)C=C(C)N1 (stereo unspecified)
#7 O=C(COc1ccccc1)NCCn1ccc2ccccc21
#8 Cc1ccc(C(=O)Nc2cccc(N3C(=O)C4CCC(C)CC4C3=O)c2)cc1 (stereo unspecified)

assay / compound	1	2	3	4	5	6	7	8
Fam108B counter	0	1	-5	·	-1	4	0	0
VLA-4 inh	-7	2	-4	8	17	-4	0	11
MCL1-BIM inh	1	-1	-7	-5	4	3	-2	-5
AGP1 TOR yeast	103	99	98	98	102	108	98	80
GRK2 aptamer HTS	0	0	0	0	0	1	0	1
GLD-1 TGE inh	4	-2	5	3	-1	2	-3	6
BCLXL inh	3	2	-4	-1	4	8	-4	2
CIT2 TOR yeast	96	97	101	95	101	112	98	83
MEX-5 binding	·	0.1	-0.4	·	1.1	-0.8	-0.6	-1.5

#9 O=C(N/N=C\c1ccc(S(=O)(=O)O)o1)c1ccc2c(c1)OCO2
#10 CC(=O)Nc1ccc(/C=N/NS(=O)(=O)c2cc(C)ccc2C)cc1
#11 Cc1cc(Cl)ccc1OCCCC(=O)N1CCOCC1
#12 CCN1CCN(CC(O)COC(c2ccccc2)c2ccccc2C)CC1 (stereo unspecified)
#13 CSc1cccc(NC(=S)N(CCCN2CCCC(C)C2)Cc2cccs2)c1 (stereo unspecified)
#14 O=C(NCc1cccs1)C1CCN(S(=O)(=O)N2CCCC2)CC1
#15 COc1ccc(C2C(Oc3ccccc3)C(=O)N2c2cc(C)ccc2C)cc1OC (stereo unspecified)
#16 COc1ccccc1CCC(=O)Nc1cccc(S(=O)(=O)N2CCCC2)c1

assay / compound	9	10	11	12	13	14	15	16
Fam108B counter	-4	4	0	-3	1	0	3	0
VLA-4 inh	11	3	-3	3	4	19	10	3
MCL1-BIM inh	6	1	-1	-7	10	0	-3	5
AGP1 TOR yeast	102	99	?	97	98	104	94	98
GRK2 aptamer HTS	2	0	2	2	0	3	0	1
GLD-1 TGE inh	10	-2	0	4	2	0	7	-2
BCLXL inh	8	5	3	-1	10	-1	-3	0
CIT2 TOR yeast	103	91	?	102	97	99	97	103
MEX-5 binding	0.6	1.1	-0.2	-2.0	1.6	2.3	1.2	6.9

#17 CNNC(=S)Nc1cccc(SC)c1
#18 COc1ccc(N(CC(=O)NCc2cccnc2)S(=O)(=O)c2ccccc2[N+](=O)[O-])c(OC)c1
#19 Cc1ccc(S(=O)(=O)CCC(=O)OCC(=O)c2cc(C)ccc2C)cc1
#20 COc1ccc(OC)c(NC(=O)CSc2nc3[nH]c(=O)cc(O)c3s2)c1
#21 CCOC(=O)NC(=O)CSc1nnnn1-c1ccccc1
#22 COc1cccc(C2C(C(C)=O)=C(O)C(=O)N2Cc2ccco2)c1 (stereo unspecified)
#23 CC(=O)c1ccc(N(CC(=O)Nc2cc(C)on2)S(=O)(=O)c2ccc(C)cc2)cc1
#24 CN(C(=O)COC(=O)CCCc1c[nH]c2ccccc12)c1c(N)n(Cc2ccccc2)c(=O)[nH]c1=O

assay / compound	17	18	19	20	21	22	23	24
Fam108B counter	-5	-6	-1	·	0	1	·	·
VLA-4 inh	-1	-4	2	-3	5	8	12	-11
MCL1-BIM inh	5	-3	-1	11	-4	-2	·	-11
AGP1 TOR yeast	94	90	84	98	101	104	104	106
GRK2 aptamer HTS	1	0	3	5	2	0	2	0
GLD-1 TGE inh	-3	-8	-4	-3	4	4	0	0
BCLXL inh	-1	2	2	7	-1	1	·	-6
CIT2 TOR yeast	86	96	85	105	100	99	97	98
MEX-5 binding	1.5	-2.5	0.1	·	0.5	0.4	·	·

#25 Cc1c(C(=O)Nc2ccc(Cl)cn2)oc2ccccc12
#26 CC1(C)N=C(SCC(=O)Nc2ccc(Cl)cc2Cl)C(c2ccccc2)=N1
#27 C=CCNC(=O)c1snnc1-c1ccccc1
#28 c1ccc(-c2cnc(CSc3nnc4ccccn34)o2)cc1
#29 Cc1nn(-c2ccc(N3CCOCC3)nn2)c(C)c1CCC(=O)NCc1ccccc1
#30 COc1ccc(Cl)cc1C(=O)NC1=NCCS1
#31 CCn1cc(CNC(=O)CCc2nnc(CCC3CCCCC3)o2)cn1
#32 O=C(Nc1ccc2ccccc2c1)Nc1ccc2snnc2c1

assay / compound	25	26	27	28	29	30	31	32
Fam108B counter	-2	-1	6	2	2	0	2	-26
VLA-4 inh	-5	-4	-2	12	8	10	-3	-5
MCL1-BIM inh	2	3	5	-27	4	-5	7	9
AGP1 TOR yeast	94	100	102	102	98	95	100	96
GRK2 aptamer HTS	0	0	0	0	4	3	0	1
GLD-1 TGE inh	0	1	3	-4	2	-3	5	12
BCLXL inh	-1	5	1	-43	1	-2	0	5
CIT2 TOR yeast	82	100	100	98	102	93	98	101
MEX-5 binding	-2.2	0.7	-0.5	1.7	-0.4	0.2	2.7	0.9

#33 CN(C)C(=S)c1ccc(N(C)C)cc1
#34 COc1ccc(CNC(=O)C2CCC(CNc3c(N4CCC(C)CC4)c(=O)c3=O)CC2)cc1 (stereo unspecified)
#35 CCN1CCN(C(=S)NCC2CCCO2)CC1 (stereo unspecified)
#36 Cc1ccc(C)c(N(C(=O)c2csnn2)C(C(=O)NC2CCCCC2)c2cccnc2)c1 (stereo unspecified)
#37 Cc1cc(Cl)c2oc(C(=O)NC3CCC(O)CC3)c(C)c2c1 (stereo unspecified)
#38 Nn1c(SCc2ccccn2)nncc1=O
#39 Cc1ccc(S(=O)(=O)NC2c3cccc4cccc(c34)C2Sc2ncccn2)cc1 (stereo unspecified)
#40 O=C(NC1CCCC1)c1cccc(S(=O)(=O)N2CCCCC2)c1

assay / compound	33	34	35	36	37	38	39	40
Fam108B counter	-5	-3	3	-2	0	-5	-10	1
VLA-4 inh	-4	-9	0	8	-8	-6	8	16
MCL1-BIM inh	3	-1	1	-5	-6	8	7	7
AGP1 TOR yeast	107	97	99	101	104	111	99	101
GRK2 aptamer HTS	0	0	1	0	65*	2	3	1
GLD-1 TGE inh	2	0	6	-10	8	2	4	1
BCLXL inh	6	3	8	-8	3	1	-1	3
CIT2 TOR yeast	104	85	107	95	108	106	91	111
MEX-5 binding	-3.7	2.6	1.1	2.7	-2.8	-1.3	1.2	-0.3

#41 Cc1[nH]c(SCC(=O)c2c(N)n(C)c(=O)n(C)c2=O)nc1Cc1ccccc1
#42 O=C(CCc1nc(-c2ccccc2Cl)no1)NCc1ccco1
#43 Cc1ccc(-c2nc(C(=O)NC3CCCCCC3)no2)cc1
#44 O=C(c1cn2ccccc2n1)N1CCCC(Nc2ccc(F)c(F)c2)C1 (stereo unspecified)
#45 NC(=O)C1CCN(C(=O)Cc2ccc([N+](=O)[O-])cc2)CC1
#46 Cc1cc(C)c2nc(-c3ccccn3)cc(C(=O)N3CCCC3)c2c1
#47 N#Cc1c(-c2ccc(Cl)cc2)ccnc1N1CCOCC1
#48 Cc1cc(C)c(NC(=S)N(CCN2CCCCC2)Cc2ccco2)c(C)c1
#49 Cc1cc(C(=O)N/N=C/c2cccc3ccccc23)c(C)o1
#50 COC1CCCN(C(=O)c2cccc(OC3CCN(S(C)(=O)=O)CC3)c2)C1 (stereo unspecified)

assay / compound	41	42	43	44	45	46	47	48	49	50
Fam108B counter	·	-2	1	1	0	3	5	2	-4	0
VLA-4 inh	0	2	-21	-20	6	0	2	15	0	3
MCL1-BIM inh	·	-2	3	0	4	24	2	1	-6	3
AGP1 TOR yeast	98	99	97	97	104	116	94	104	95	102
GRK2 aptamer HTS	1	0	0	0	2	5	0	0	0	4
GLD-1 TGE inh	1	0	3	-2	0	8	3	-3	-6	1
BCLXL inh	·	5	2	-1	12	16	3	4	-3	8
CIT2 TOR yeast	97	97	101	96	103	114	85	105	96	101
MEX-5 binding	·	-1.0	2.9	2.8	0.2	-1.0	0.3	-2.7	2.0	-1.0
